CaV13 ICDI inh: Disruptors of the CACNA1D IQ motif to Ca2+-dependent inactivation inhibitor domain association, primary screening, Förster resonance energy transfer in intact living …. inhibition, % at 12.3 µM. HEK cells, CFP/YFP FRET ICDI-IQ, plate reader, 10 min; percent FRET-ratio fall versus neutral wells. hit rate 0.098% among 340,000;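 active = mean replicate inhibition of at least 30% and at least 1% of replicates passing that level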;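 also: 0% = median of the neutral control wells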
PDI turbidity: inhibitors of human PDI, primary screen, biochemical, turbidity, single point, plate reader | hit rate 0.052% among 350,000 | PDI insulin aggregation turbidity, A650, 90 min | Protein disulfide-isomerase (Homo sapiens), P07237 | inhibition, % at 10 µM;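 active = mean inhibition across replicates of 30% or more, whatever share of single replicates reach that level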;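 also: absorbance from insulin aggregation driven by PDI reduction with DTT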
MC4R barr agon: MC4R agonists recruiting beta-arrestin, primary screen, cell-based, luminescence, agonist arm of biased-ligand search; Melanocortin receptor 4 (Homo sapiens), P32245; U2OS MC4R beta-arrestin complementation; percent of melanotan II response, DMSO zero; activation, % at 8.9 µM; hit rate 0.98% among 360,000;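 active = activation above a per-plate cutoff, the mean activation of sample wells on that plate plus 3 SD, cut at about 8% in these data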
HTR2A ag: mouse Htr2a agonists via beta-arrestin recruitment, primary screen, cell-based, luminescence | CHO-K1 mHTR2A beta-arrestin complementation; percent of 30 µM serotonin response | activation, % at 7.6 µM | hit rate 0.66% among 360,000 | 5-hydroxytryptamine receptor 2A (Mus musculus), P35363;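 active = activation above a run cutoff, the mean activation of all tested compounds plus 3 SD, cut at about 14% in these data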;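 also: 0% = plate median of compound wells and 100% = 30 µM serotonin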
aDG glyco up: activators of alpha-DG glycosylation, primary screen, uHTS, Pro5-aDG cells, AlphaScreen; alpha-DG glycosylation AlphaScreen (IIH6); 0% Pro5, 100% B10-LARGE cell signal; activation, % at 10 µM; hit rate 0.22% among 360,000;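 active = activation of at least 8% versus controls, or a plate z-score of at least 8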;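 also: Pro5 are CHO cells carrying HIG-tagged alpha-DG that lacks glycosylation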
ABCB6 inh 2: ABCB6 transporter inhibitors, primary screen, K562-ABCB6 cells, flow cytometry, MLPCN library; fluorescence ratio to DMSO, % at 10 µM; ATP-binding cassette sub-family B member 6 (Homo sapiens), Q9NP58; K562-ABCB6 porphyrin accumulation, 1 h; hits give low values; hit rate 0.19% among 360,000;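 active = fluorescence ratio to DMSO below 75%, the collection mean minus 3 SD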;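 also: signal is porphyrin accumulated inside mitochondria; 100% equals median channel fluorescence of DMSO control wells; lower ratio means ABCB6 inhibition with less porphyrin fluorescence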
Target sequence (Q9NP58 whole entry, looked up): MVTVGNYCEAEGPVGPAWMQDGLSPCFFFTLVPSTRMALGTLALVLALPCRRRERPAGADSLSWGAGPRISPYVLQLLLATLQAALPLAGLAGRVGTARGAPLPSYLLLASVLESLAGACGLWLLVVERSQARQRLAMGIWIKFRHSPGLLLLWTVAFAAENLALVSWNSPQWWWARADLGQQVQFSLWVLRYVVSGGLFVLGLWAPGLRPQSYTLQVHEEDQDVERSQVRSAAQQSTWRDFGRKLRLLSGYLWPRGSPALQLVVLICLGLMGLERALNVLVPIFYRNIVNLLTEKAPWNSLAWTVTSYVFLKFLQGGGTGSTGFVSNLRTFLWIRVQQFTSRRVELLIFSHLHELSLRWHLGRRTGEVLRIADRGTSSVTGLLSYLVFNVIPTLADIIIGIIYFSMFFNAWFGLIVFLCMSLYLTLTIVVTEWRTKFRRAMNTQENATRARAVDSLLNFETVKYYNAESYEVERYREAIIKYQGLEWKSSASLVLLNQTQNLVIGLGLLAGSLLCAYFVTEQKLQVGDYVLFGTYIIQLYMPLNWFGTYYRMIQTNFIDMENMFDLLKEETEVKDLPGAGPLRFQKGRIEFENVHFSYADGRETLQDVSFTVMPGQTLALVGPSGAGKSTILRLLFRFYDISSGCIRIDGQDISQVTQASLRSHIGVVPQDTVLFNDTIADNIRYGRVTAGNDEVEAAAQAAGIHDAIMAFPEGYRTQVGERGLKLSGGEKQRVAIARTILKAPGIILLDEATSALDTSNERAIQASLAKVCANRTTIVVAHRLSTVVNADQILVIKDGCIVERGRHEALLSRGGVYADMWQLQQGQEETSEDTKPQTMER
Glyco luc inh: increase of ERlucT glycosylation luciferase signal, primary screen, N-linked glycosylation inhibitor project, D54 ERlucT cells, luminescence, set 2. reporter increase, % at 12.5 µM. hit rate 0.23% among 360,000. AID 588692, 2011. D54 ERlucT glycosylation luciferase reporter, 24 h; percent of 100 nM tunicamycin response;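 active = mean luciferase reporter signal, scaled so untreated is 0 and the glycosylation-blocking control 100, at or above a set limit in every replicate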;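 also: luciferase carries N-glycosylation sites so blocking glycosylation raises the light; 0% = median of neutral control wells and 100% = median of 100 nM tunicamycin wells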
H9c2 protect: cardioprotection against H2O2-induced cell death, primary screen, uHTS, H9c2 cells, ATPLite luminescence | protection from H2O2 cell death, % at 20 µM | hit rate 0.63% among 360,000 | AID 588492, 2011 | H9c2 cardiomyocytes, H2O2 injury protection, 2 h;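 active = compounds giving at least 50% protection of heart cells from peroxide-induced death in the single-dose screen, raw or plate-pattern-corrected value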;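 also: 0% = DMSO wells with peroxide and 100% = DMSO wells without peroxide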
MC4R antagonist: MC4R antagonists of cAMP signaling, primary screen, cell-based, TR-FRET, antagonist arm of biased-ligand search; Melanocortin receptor 4 (Homo sapiens), P32245; MC4R-expressing cells, MTII-stimulated cAMP, LANCE TR-FRET; inhibition, % at 6.5 µM; hit rate 0.48% among 360,000;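 active = inhibition above its plate's cutoff, the mean of tested wells on that plate plus 3 SD, cut at about 29% in these data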;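 also: 0% = Melanotan II alone and 100% = Melanotan II plus saturating MCL0020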
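Material: human MC4R-expressing U2OS cells. Probe or stimulus: Melanotan II challenge. Dosing: 6.5 µM single dose. Times: 30-min compound, 1-h challenge, 1-h detection, room temperature. Technique: TR-FRET with Eu-cAMP and labeled anti-cAMP, 671 nm. Replication: singlicate.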
Vif imaging: HIV Vif self-association inhibitors, primary screen, imaging, HEK293T, single point; HEK293T cells, Vif self-association by quenched fluorescence, 24 h; inhibition, % at 7.49 µM; hit rate 0.35% among 340,000; AID 602346, 2012; in the data active = inhibition above about 50%, passing the limit was not always enough; also: some results filed as inactive read as strong as hits
* = called active by the depositor; · = no result given.

Results follow in this order: CaV13 ICDI inh	PDI turbidity	MC4R barr agon	HTR2A ag	aDG glyco up	ABCB6 inh 2	Glyco luc inh	H9c2 protect	MC4R antagonist	Vif imaging
> Cc1csc(NC(=O)C(C)Oc2ccc(Br)cc2)n1 (stereo not drawn)
 : -15.4	-1.6	1.8	-3.5	-0.1	93.0	-2.8	-2.2	7.7	27.0
> CC1CCCCC1NC(=O)CCS(=O)(=O)c1cc2c(cc1Cl)NC(=O)CO2 (stereo not drawn)
 : -2.1	-2.8	-0.9	-8.8	-0.3	109.0	-0.5	-2.9	0.6	9.4
> Cc1c(NS(=O)(=O)N2CCCC2)c(=O)n(-c2ccccc2)n1C
 : -4.3	1.3	-2.4	-2.7	-0.2	100.0	0.9	4.1	7.6	0.6
> CC1CC(C)CN(S(=O)(=O)c2cccc(C(=O)N3C(=O)c4cccc(N)c4C3=O)c2)C1 (stereo not drawn)
 : -10.8	4.8	-0.4	-2.0	-0.2	75.0	1.1	2.7	6.0	-2.8
> COc1ccc(N2C(=O)C3CCCN3C2c2ccc(C)cc2)cc1Cl (stereo not drawn)
 : -3.9	2.5	2.9	5.3	0.0	97.0	-0.4	1.1	-5.4	5.1
> Cc1ccc(-n2cc(CNCCCn3ccnc3C)c(-c3ccc(F)cc3)n2)cc1
 : -2.9	1.6	0.1	-7.0	0.0	103.0	-4.9	-18.5	8.3	-1.8
> CSc1nc2c(c(=O)[nH]c(=O)n2C)n1C/C=C(\C)Cl
 : -9.0	0.5	-1.6	2.6	-0.2	81.0	2.4	13.9	-1.6	-2.8
> O=c1[nH]c(CN2CCCCC2)nc2c1C1(CCCCC1)Cc1ccccc1-2
 : ·	-1.8	0.3	-3.0	0.1	97.0	-0.3	11.2	12.3	-7.5
> Cc1ccc(NC2CCCN(C(=O)c3ccoc3C)C2)cc1C (stereo not drawn)
 : ·	23.4	-0.6	1.5	-0.2	100.0	0.3	7.2	6.0	0.3
> CC(Nc1nc(-c2ccc3c(c2)NC(=O)CO3)cs1)c1ccccc1 (stereo not drawn)
 : -6.9	-4.8	1.9	-1.0	0.7	98.0	-7.8	-12.3	9.0	-1.8
> Cc1cc2ccccn2c1C(=O)c1cc([N+](=O)[O-])cc([N+](=O)[O-])c1
 : -4.4	0.6	1.2	3.5	0.6	102.0	1.8	-14.5	-1.6	1.0
> COc1ccc(CCNC(=O)CCc2ccc(S(=O)(=O)NC(C)C)cc2)cc1
 : -4.3	-6.5	-1.9	-5.5	0.0	97.0	0.7	7.4	6.1	4.4
> O=C(NCC1CCCN1S(=O)(=O)c1cccs1)C(=O)Nc1cccc(F)c1 (stereo not drawn)
 : -4.8	20.0	0.3	-6.0	0.1	97.0	-2.0	-5.2	3.4	-2.6
> O=c1[nH]c(=S)[nH]nc1Cc1ccc(Cl)c(Cl)c1
 : -6.7	14.9	0.8	3.2	-0.2	96.0	-0.3	-2.0	-0.8	1.2
> Cc1c(Cl)cccc1N=c1c([N+](=O)[O-])nn(-c2ccccc2)n1O
 : -6.8	7.9	23.6*	0.9	-0.6	101.0	1.8	-4.8	14.4	-6.4
> Cn1c(=O)c2ncn(CC(=O)NC3CCCCCC3)c2n(C)c1=O
 : ·	0.7	-2.0	0.5	-0.3	92.0	2.8	2.7	4.1	4.4
> CC(C)c1ccccc1OCCNS(C)(=O)=O
 : -6.8	1.4	0.5	-1.3	0.1	100.0	1.1	-9.9	10.5	-6.9
> CC(C)CNC(=O)C1(C)CCCN1C(=O)c1cncc(Br)c1 (stereo not drawn)
 : -4.6	14.1	1.7	13.0	0.0	94.0	0.7	6.2	6.0	-0.5
> CC12C(=O)N(n3cnnc3)C(=O)C1C1C=CC2C1 (stereo not drawn)
 : -4.6	8.5	-1.6	4.5	-0.4	104.0	0.5	3.2	6.2	3.2
> O=C(Nc1ccc(Cl)cc1C(=O)N1CCOCC1)c1ccco1
 : -9.2	10.0	1.4	2.5	-0.2	101.0	1.3	4.6	6.8	7.3
> CCOc1ccc2[nH]c(C(=O)N/N=C/c3cc(OC)c(OC)c(OC)c3)cc2c1
 : -4.5	-3.5	0.5	-5.1	-0.2	90.0	21.6	46.1	7.3	-16.1
> COc1cccc(OC)c1C(=O)OCC(=O)NC1CCCCCC1
 : -1.9	-0.5	-2.2	-3.4	0.4	86.0	-0.9	0.1	9.1	-0.3
> Cc1ccccc1CN1CCN(C(C)C(=O)NNC(=O)c2ccc(F)cc2)CC1 (stereo not drawn)
 : -13.9	-2.1	-4.0	-0.2	0.0	96.0	3.3	-2.6	3.8	-4.5
> CC(OC(=O)/C(C#N)=C/c1ccc(N(C)C)cc1)C(=O)N(C)Cc1ccccc1 (stereo not drawn)
 : ·	6.2	-1.4	1.5	0.6	450.0	-0.3	-13.6	-6.9	-11.6
> O=C(NCC(=O)N1CCN(S(=O)(=O)c2cccc(F)c2)CC1)c1ccc(Br)o1
 : -7.0	0.6	-1.6	3.7	-0.2	101.0	-0.6	6.1	3.6	9.7
> Cc1ccc2oc(=O)c3cc(C(=O)NCCCN4CCN(C)CC4)sc3c2c1
 : -5.1	2.8	-1.4	-7.6	-0.4	97.0	6.1	14.5	-0.6	2.7
> Cc1cc(C)c2oc(C(=O)Nc3ccc(S(=O)(=O)N4CCCC(C)C4)cc3)cc(=O)c2c1 (stereo not drawn)
 : -2.9	-4.0	0.0	3.6	1.0	94.0	-6.6	1.1	22.0	-0.7
> CC(=O)Nc1ccc(S(=O)(=O)N2CCn3cccc3C2C)cc1 (stereo not drawn)
 : -6.7	1.4	-1.6	-1.6	0.4	94.0	0.2	4.3	1.6	-1.5
> O=C(c1ccc(C(F)(F)F)cc1)N1CCC(=O)N(C(COCc2ccc(Cl)cc2)Cc2ccccc2)CC1 (stereo not drawn)
 : -10.6	-0.9	3.5	1.8	0.6	102.0	-1.2	-2.9	14.4	-3.5
> CN1CCc2c(sc(/N=C/c3cc(Cl)ccc3O)c2C#N)C1
 : -13.7	6.4	-0.8	19.3*	-0.1	108.0	-6.4	28.3	39.1*	-6.7
> COc1ccc(N(CC(=O)NCc2ccc(Cl)cc2)S(=O)(=O)c2c(C)noc2C)cc1
 : -1.7	-6.3	1.1	-0.3	0.3	103.0	-1.5	-2.6	8.2	-3.2
> COc1cc(C(=O)NC2CCCC(C)C2C)ccc1OCC(=O)N1CCOCC1 (stereo not drawn)
 : -5.8	1.6	-1.3	4.9	-0.1	96.0	-1.7	5.7	-0.8	30.2
> CN(C)S(=O)(=O)c1cccc(COC(=O)C2=COCCO2)c1
 : -3.9	-9.0	-0.6	5.7	-0.1	89.0	0.2	-15.4	1.8	10.1
> O=[N+]([O-])c1cccnc1N1CCC(c2cc(-c3cccc(C(F)(F)F)c3)n[nH]2)CC1
 : ·	9.8	-2.6	-3.0	1.6	107.0	-0.3	-20.3	-3.7	·
> Cc1ccc(CNC(=O)C2CCCCN2S(=O)(=O)c2ccccc2)cc1 (stereo not drawn)
 : -6.8	2.2	-1.1	-5.2	0.1	96.0	-1.5	-0.7	9.3	0.7
> CSc1nc(Cl)cc(Nc2ccc(O)cc2)n1
 : 14.7	-0.2	-3.9	-8.1	-0.1	98.0	6.5	3.4	-11.6	-0.6
> Cc1c(Br)cccc1NC(=O)C1(C)CCN1CCc1ccccc1 (stereo not drawn)
 : -6.2	-1.9	1.1	-2.5	-0.3	101.0	0.1	-5.7	11.1	·
> COCCN(C(=O)COC(=O)c1ccccc1NCc1ccco1)c1c(N)n(Cc2ccccc2)c(=O)[nH]c1=O
 : -7.2	8.7	-2.4	7.5	0.6	96.0	3.0	10.9	9.2	4.8
> CCn1ccnc1CN(C)Cc1c(C(=O)N2C[C@@H](C)O[C@@H](C)C2)nc2ccc(Cl)cn12
 : -5.6	0.0	-1.2	-0.3	0.0	105.0	2.9	2.4	19.5	3.3
> CCCCS(=O)(=O)C(=C1Nc2ccccc2N1)S(=O)(=O)CCCC
 : -5.6	4.1	-1.9	-1.5	0.3	96.0	1.4	4.5	-0.4	-18.5
> O=C(Cn1cnc2c(cnn2-c2ccc(F)cc2)c1=O)NCc1ccco1
 : ·	10.4	-0.2	-1.2	1.3	99.0	15.5	4.3	-10.5	1.6
> CN(C1CCCCC1)S(=O)(=O)c1ccc2c(c1)c(=O)c(C(=O)O)cn2C
 : -11.1	-4.8	-2.9	2.4	-0.1	100.0	0.2	1.4	-7.7	·
> O=S(=O)(Nc1cccc(-n2cnnn2)c1)c1cc(Cl)ccc1Cl
 : -3.8	-3.9	-2.8	2.7	0.1	101.0	0.9	-1.0	1.0	-9.3
> COc1ccccc1N(CC(=O)NC(C)C)S(=O)(=O)c1cccs1
 : -18.9	-7.0	-0.6	-1.9	0.0	99.0	-0.4	7.4	15.5	-7.0
> CCOc1cc2[nH]c(=O)n(CCC(=O)NCCc3ccccc3)c(=O)c2cc1OCC
 : -4.1	-13.5	-0.9	6.6	-0.1	92.0	1.5	-5.6	1.6	1.7
> Fc1cc(F)cc(NC(=S)NN2CCOCC2)c1
 : -4.4	5.2	-0.9	2.5	-0.2	100.0	1.8	-6.1	2.1	6.5
> COc1ccc(Cc2nnc(SCC(=O)NC3CCCCC3)n2C)cc1
 : -8.9	9.6	-2.6	2.7	0.0	97.0	-1.7	-0.7	4.4	-2.9
> CCOc1cccc(C(=O)Nc2cnn(Cc3ccccc3)c2)c1
 : -5.7	11.2	-1.7	0.1	0.7	96.0	1.4	0.3	0.9	-8.8
> CCN(CC(=O)Nc1ccc(NC(C)=O)cc1)C(=O)/C=C/c1cn(-c2ccccc2)nc1-c1cccs1
 : -5.8	6.6	-2.4	11.4	0.1	96.0	-0.8	46.5	2.6	-15.6
> O=C(NC(=S)N1CCN(c2ccc([N+](=O)[O-])cc2)CC1)c1ccco1
 : -14.7	-6.6	-1.5	0.4	2.4	90.0	2.4	4.4	10.1	-3.2
> Cc1[nH]nc2c1C1(CCOC1C)C(C#N)=C(N)O2 (stereo not drawn)
 : -8.4	14.7	-1.9	-0.6	-0.2	94.0	1.2	7.8	-3.1	-1.4

Two entries picked at random from those above:
Results follow in this order: CaV13 ICDI inh	PDI turbidity	MC4R barr agon	HTR2A ag	aDG glyco up	ABCB6 inh 2	Glyco luc inh	H9c2 protect	MC4R antagonist	Vif imaging
> COCCN(C(=O)COC(=O)c1ccccc1NCc1ccco1)c1c(N)n(Cc2ccccc2)c(=O)[nH]c1=O
 : -7.2	8.7	-2.4	7.5	0.6	96.0	3.0	10.9	9.2	4.8
> CCN(CC(=O)Nc1ccc(NC(C)=O)cc1)C(=O)/C=C/c1cn(-c2ccccc2)nc1-c1cccs1
 : -5.8	6.6	-2.4	11.4	0.1	96.0	-0.8	46.5	2.6	-15.6
